# Kir21 inh = inhibitors of mouse Kir2.1 inward-rectifier potassium channel | B-score at 10 µM | HEK293-Kir2.1, FluxOR thallium flux fluorescence; hits give low values | 0.85% of 310,000 active | P35561;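 active means fluorescence ratio B-score at or below minus 3 SD of library scores, with starting-brightness B-score within 2 SD, cut at about -4.2 in these data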;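 further: channel flux triggered by added potassium and thallium sulfate stimulus; B-score of peak minus minimum fluorescence over baseline after thallium stimulus; more negative B-score means stronger Kir2.1 block with less thallium influx; some compounds called inactive have numbers as strong as hits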
# Target sequence (P35561 whole entry, looked up): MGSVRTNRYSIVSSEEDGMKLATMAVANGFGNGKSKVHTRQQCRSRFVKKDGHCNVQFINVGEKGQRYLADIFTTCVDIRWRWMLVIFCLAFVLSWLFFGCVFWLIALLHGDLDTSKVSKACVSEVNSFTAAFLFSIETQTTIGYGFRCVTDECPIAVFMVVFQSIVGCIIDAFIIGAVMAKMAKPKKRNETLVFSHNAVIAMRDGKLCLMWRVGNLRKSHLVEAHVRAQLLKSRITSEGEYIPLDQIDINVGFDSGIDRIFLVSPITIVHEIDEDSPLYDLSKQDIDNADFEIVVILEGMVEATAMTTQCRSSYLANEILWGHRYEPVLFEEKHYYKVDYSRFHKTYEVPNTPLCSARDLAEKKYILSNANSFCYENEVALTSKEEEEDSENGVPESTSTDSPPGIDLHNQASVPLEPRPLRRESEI
# STK33 kinase inh = inhibitors of human STK33 kinase. inhibition, % at 10 µM. purified STK33, MBP phosphorylation, ADP-Glo luminescence. 0.073% of 320,000 active. AID 2661. Q9BYT3;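 active means inhibition at or above 25%, using the most active replicate where run in duplicate; inactive means inhibition below 25%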
# Target sequence (Q9BYT3 whole entry, looked up): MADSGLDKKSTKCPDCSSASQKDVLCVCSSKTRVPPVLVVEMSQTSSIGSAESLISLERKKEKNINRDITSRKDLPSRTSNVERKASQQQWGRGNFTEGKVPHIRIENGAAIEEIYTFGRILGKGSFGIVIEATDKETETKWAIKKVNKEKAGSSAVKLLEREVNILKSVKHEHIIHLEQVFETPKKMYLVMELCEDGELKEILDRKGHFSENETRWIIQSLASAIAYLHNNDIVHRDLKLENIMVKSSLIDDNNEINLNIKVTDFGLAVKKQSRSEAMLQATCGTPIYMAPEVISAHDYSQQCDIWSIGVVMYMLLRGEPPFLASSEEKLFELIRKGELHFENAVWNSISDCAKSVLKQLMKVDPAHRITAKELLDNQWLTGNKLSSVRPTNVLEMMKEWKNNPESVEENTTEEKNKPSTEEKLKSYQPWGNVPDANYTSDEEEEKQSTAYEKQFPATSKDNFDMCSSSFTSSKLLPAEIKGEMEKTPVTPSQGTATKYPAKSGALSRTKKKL
# KCNQ2 block = KCNQ2 channel blockers in CHO-K1 cells – cell-based, FluxOR thallium flux, B-score, primary screen (AID 2156); O88943; 20 min; hits give low values; B-score at 10 µM; 1.1% of 310,000 active;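 active means fluorescence ratio B-score at most minus 3 library SDs, with starting brightness B-score within 2 library SDs, cut at about -5.5 in these data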
# An asterisk follows results filed as active; i = inactive; · = no result given.
SMILES,Kir21 inh,STK33 kinase inh,KCNQ2 block
CN(c1ccc(C(=O)NCc2ccc3c(c2)OCO3)cc1)S(C)(=O)=O,1.23,0.5,i
COc1ccc(/C=N/Nc2ccccn2)c(OC)c1OC,-0.71,1.4,i
O=C(NC1CC1)c1sc2cc(Cl)ccc2c1Cl,-0.04,-2.1,i
Cn1c(CN2CCOCC2)c(C#N)c2ccccc21,-0.28,0.5,i
C(=C\CSc1ncn[nH]1)/CSc1ncn[nH]1,-0.94,-1.1,i
CC(=O)N1CCc2cc(Br)cc(S(=O)(=O)N3CCc4ccccc43)c21,1.72,-1.1,i
COc1cc(C(=O)Nc2ccc3c(c2)nc(C)n3C)cc(OC)c1OC,0.66,0.4,i
Cc1ccc(/C(=C\CN2CCCC2)c2ccccn2)cc1,0.98,-0.4,i
NS(=O)(=O)c1ccc(NC(=O)c2c(F)cccc2Cl)cc1,-0.73,-1.2,i
Cc1cc(C)c2nc(-c3cccnc3)cc(C(=O)Nc3ccc(S(=O)(=O)Nc4onc(C)c4C)cc3)c2c1,-0.01,-0.2,i
O=C(CN1CCOCC1)Nc1ccc(NC(=O)CN2CCOCC2)c(Cl)c1,-0.28,-1.6,i
CC(C)c1ccc(NC2CCCN(C(=O)c3cnsn3)C2)cc1 (stereo not given),-0.79,-1.3,i
CCCN1CCN(C(=O)Cn2nc(CC)n3c(cc4sccc43)c2=O)CC1,-0.36,-0.6,i
COc1cccc(C2=NOC(C(=O)N3CCN(C(=O)c4ccco4)CC3)C2)c1 (stereo not given),-1.54,-2.1,i
O=C(Nc1ccc(C(=O)O)cc1)/C(=C/c1ccc2c(c1)OCO2)NC(=O)c1cccc(Br)c1,0.05,-0.4,i
O=C(Cc1ccc(Cl)cc1)N1CCc2ccccc2C1,-0.84,-2.6,i
COc1ccc(/C=N/NC(=O)c2cc3c(ccc4ccccc43)o2)cc1OC,-2.42,-0.5,i
Cc1ccc(NC(=O)COC(=O)C2=COCCO2)cc1,-0.91,-2.6,i
CC(C)OC(=O)CC1C(=O)NCCN1C(=S)NC(=O)c1cccs1 (stereo not given),-0.01,-1.6,i
Cc1ccc(C)c(C(=O)CSc2nnnn2C(C)C)c1,-0.59,1.6,i
Cc1ccc(S(=O)(=O)NCC(C)NS(=O)(=O)c2ccc(C)cc2)cc1 (stereo not given),-1,-0.1,i
O=C(O)c1ccc(N2C(=O)CSC2c2cccc([N+](=O)[O-])c2)cc1 (stereo not given),0.15,-0.2,i
CS(=O)(=O)N1CCN(c2nc3ccccc3s2)CC1,0.87,0.0,i
COc1cc(NS(=O)(=O)c2ccc(C)cc2C)cc(OC)c1OC,-0.53,0.0,i
CCOc1ccccc1NC(=S)N1CCC(NC(=O)c2ccco2)CC1,0.77,-0.6,i
Cc1ccc(N2C(=O)CC(n3nc(C)cc3C)C2=O)cc1 (stereo not given),-0.03,-0.6,i
CC(C)(C)n1nnnc1C(c1ccccn1)N(Cc1ccccc1)Cc1ccc(Cl)cc1 (stereo not given),0.96,-1.4,-7.73*
COc1cccc(CN(C)CC(=O)Nc2ccccc2C(=O)Nc2ccccc2)c1,0.2,-1.2,i
O=C(COc1ccc(/C=N/NC(=O)c2cc3ccccc3o2)cc1Br)Nc1ccccc1,0.05,-0.8,i
CCOC(=O)Cc1c(C)nc2c(-c3ccc(OC)cc3)c(C)nn2c1C,1.99,-2.8,i
Cc1nn(C)c(C(=O)Nc2ccn(Cc3c(F)c(F)cc(F)c3F)n2)c1[N+](=O)[O-],0.46,-1.4,i
CCOc1ccc(NC(=S)Nc2cc(OC)c(Cl)cc2OC)cc1,0.48,-2.2,i
COC(=O)c1ccc(CNC(=O)C2CCC(=O)N(Cc3ccccn3)C2)cc1 (stereo not given),-0.27,0.3,i
CCCCN(CC)C(=O)CSc1cc(=O)n(C)c2ccccc12,-0.92,·,i
COc1ccc(OCC(O)CN2CCCC2)cc1 (stereo not given),2.14,-1.0,i
CCOc1cc(/C=C(\CC(=O)O)c2nc3ccccc3s2)ccc1OC,-3.17,-1.1,i
CC1(C)CC2(CC(C)(C(=O)CSc3nc4ccccc4s3)OC2=O)C(=O)O1 (stereo not given),1.67,-1.6,i
COc1ccc(N(C)C(=O)CCS(=O)(=O)c2cccc3nonc23)c(OC)c1,-1.87,0.5,i
Cc1ccc(/C=C/C(=O)Nc2cccc3ncccc23)o1,-1.55,1.2,i
O=C(CSc1nncn1-c1ccccn1)Nc1cccc(Cl)c1,1.3,6.1,i
CC(NCC1COc2ccccc2O1)C(=O)NCc1ccccc1 (stereo not given),-0.15,-1.1,i
Cc1cccc2nc(-c3ccco3)c(Nc3ccc4c(c3)OCCO4)n12,-0.05,2.1,i
CC(Cn1cnc2ccccc21)C(=O)O (stereo not given),0.53,-0.7,i
O=C(C1=C(O)C(=O)N(CCN2CCOCC2)C1c1ccco1)c1cc2ccccc2o1 (stereo not given),-0.3,-2.7,i
Cc1ccccc1-n1nc2c(c1NC(=O)c1cc3ccccc3oc1=O)CS(=O)(=O)C2,2.27,0.4,i
O=C(CCN1C(=O)/C(=C/c2cccs2)SC1=S)Nc1cccc(O)c1,-1.02,0.5,i
CCOc1ccccc1N1CCN(S(=O)(=O)c2ccc(F)c(F)c2)CC1,-1.3,0.3,i
CCn1c(O)c(N=NC(=O)CNc2ccc(C)cc2)c2ccccc21,-0.09,-1.2,i
O=C(COc1ccccc1Br)NC1CCCC1,-0.7,·,i
COc1cccc2cc(C(=O)NC(C)c3ccccc3)c(=O)oc12 (stereo not given),-0.61,0.9,i

# A stretch of the results above, as a working copy:
SMILES,Kir21 inh,STK33 kinase inh,KCNQ2 block
O=C(C1=C(O)C(=O)N(CCN2CCOCC2)C1c1ccco1)c1cc2ccccc2o1 (stereo not given),-0.3,-2.7,i
Cc1ccccc1-n1nc2c(c1NC(=O)c1cc3ccccc3oc1=O)CS(=O)(=O)C2,2.27,0.4,i
O=C(CCN1C(=O)/C(=C/c2cccs2)SC1=S)Nc1cccc(O)c1,-1.02,0.5,i
CCOc1ccccc1N1CCN(S(=O)(=O)c2ccc(F)c(F)c2)CC1,-1.3,0.3,i

# Carrying on:
SMILES,Kir21 inh,STK33 kinase inh,KCNQ2 block
Cc1cccc(OCC(=O)Nc2cc(Cl)ccc2-n2cncn2)c1C,0.82,-1.1,i
COC(=O)c1ccc(OCC2c3cc(OC)c(OC)cc3CCN2C(=O)C2CC2)cc1 (stereo not given),1.35,2.0,i
N#CC1=C2C=CC=CN2CC1=O,1.74,-1.8,i
O=C(Nc1ccccc1Oc1ccccc1)c1ccccc1F,-0.44,-0.9,i
Cc1cccc2c1N(CC(=O)OC(C)C)C(=O)C2=O,1.15,1.6,i
COCCSc1ccccc1C(=O)N1CCCC1,0.78,-1.4,i
CCCCn1nnnc1SCC(=O)Nc1ccc2c(c1)OCCO2,-1.15,0.7,i
c1ccc(CNCCN2CCNCC2)nc1,0.24,2.5,i
Cc1cc(C)n2cc(CSc3ccc(Cl)cc3)nc2n1,-0.3,1.0,i
O=C1NC(=Nc2ccccc2)S/C1=C\c1cccnc1,-0.06,-1.2,i
CCCCc1ccc(NC(=O)CSc2nc(=O)n3cc(C)ccc3n2)cc1,0.91,-2.9,i
COc1cc(CN(C)CC2CCCN(CCc3ccc(F)cc3)C2)c(Cl)cc1O (stereo not given),0.83,0.2,i
CCn1cc(C(=O)N[C@@H](CCSC)C(=O)NCCN2CCOCC2)c(=O)c2cc3c(cc21)OCO3,0.23,-0.7,i
CCOC(=O)/C=C1\SCC(=O)N1Cc1ccc(Br)cc1,1.16,-0.5,i
CC(C)(C)NC(=O)C(c1ccco1)N(Cc1ccc2c(c1)OCO2)C(=O)c1snc(C(N)=O)c1N (stereo not given),2.55,-0.5,i
COc1ccc(N(C(=O)c2ccc(Br)o2)C2C=CS(=O)(=O)C2)c(OC)c1 (stereo not given),0.43,0.6,i
COc1cccc(C(=O)OCC(=O)Nc2nnc(-c3ccccc3)o2)c1,0.71,1.1,i
O=C(NC1=NCCS1)c1cc(-c2ccccc2)nn1-c1ccccc1,2.01,1.3,i
Cc1ccc(CN2C(=O)CCC2C(=O)NC2CC2)cc1 (stereo not given),0.13,5.4,i
Cc1cccc(CN2CCN(Cc3ccco3)CC2)c1,0.68,-0.5,i
CC1CCN(C(=O)COC(=O)CSc2ccc(C(N)=O)cc2[N+](=O)[O-])CC1,-0.74,-0.3,i
Cc1ccc(S(=O)(=O)NC(=O)NCc2ccccc2)cc1,-1.29,0.9,i
CC(=O)Nc1ccc(SC[C@H](c2ccccc2)N2CCN(CCc3ccccc3)CCC2=O)cc1,-0.06,-1.8,i
O=C(Nc1ccccc1O)c1cc(S(=O)(=O)N2CCOCC2)ccc1Cl,-1.63,-0.5,i
O=C(NCN1CCN(c2ccccc2F)CC1)c1cccnc1,-0.3,-1.9,i
CN(C(=O)c1ccc2ccccc2c1)c1ccccn1,1.21,-0.5,i
CCN(CC)CC(=O)Nc1sc2c(c1C(=O)c1ccccc1C)CCC2,-0.56,0.2,i
CCN1CCN(Cc2ccc(NC(=O)c3ccc(C)c(NC(=O)c4nccn4C)c3)cc2C(F)(F)F)CC1,0.07,0.3,i
O=C(COC(=O)/C=C/c1ccco1)NCc1ccccc1,-0.51,-0.3,i
Cc1ccc(CNC(=O)CCC2CCCN(C(=O)CCC(F)(F)F)C2)o1 (stereo not given),0.28,0.3,i

# Random excerpt: 5 entries already listed, in no set order.
SMILES,Kir21 inh,STK33 kinase inh,KCNQ2 block
O=C(Nc1ccccc1Oc1ccccc1)c1ccccc1F,-0.44,-0.9,i
CCn1c(O)c(N=NC(=O)CNc2ccc(C)cc2)c2ccccc21,-0.09,-1.2,i
COc1ccc(/C=N/Nc2ccccn2)c(OC)c1OC,-0.71,1.4,i
CCOC(=O)Cc1c(C)nc2c(-c3ccc(OC)cc3)c(C)nn2c1C,1.99,-2.8,i
CC(C)OC(=O)CC1C(=O)NCCN1C(=S)NC(=O)c1cccs1 (stereo not given),-0.01,-1.6,i

# (listing goes on)
SMILES,Kir21 inh,STK33 kinase inh,KCNQ2 block
Cc1ccc(C)c(S(=O)(=O)N2CCCOC2CNC(=O)C(=O)NCc2cccnc2)c1 (stereo not given),1.67,-1.5,i
O=C(CN(C(=O)Cn1nnc(-c2ccc(F)cc2)n1)c1ccc(F)cc1)NC1CCCC1,0.03,-1.0,i
CCN(C(=O)c1ccccc1Cl)c1ccccc1,-2.14,5.3,i
O=C(NC1CCN(C(=S)NCc2ccco2)CC1)C1CCCCC1,0.94,-1.0,i
CC1(C)CC(=O)C2=C(C1)Nc1cc3c(cc1C2c1ccc(F)cc1)OCO3 (stereo not given),0.52,-0.4,i
NS(=O)(=O)c1ccc(NC(=S)N2CCCC2)cc1,-0.35,-0.8,i
Cc1ccc(-c2cc(-c3ccccc3)nc(N)c2C#N)o1,0.34,0.2,i
CC(C)(C)C1CCc2c(sc(NC(=O)C3CC=CCC3C(=O)O)c2C#N)C1 (stereo not given),0.31,-0.8,i
CCOC(=O)c1ccc(N/N=C/c2cc(Br)cc([N+](=O)[O-])c2O)cc1,-0.04,2.6,i
Cc1cc2oc(=O)cc(CN(C)Cc3cccc(F)c3)c2cc1Cl,-1.93,-1.9,i
O=C(OCc1ccccc1)/C(=C/c1cccc([N+](=O)[O-])c1)NC(=O)c1ccco1,0.11,-0.3,i
CCC(C)N(C(=O)Cn1c(=O)cnc2ccccc21)C1CCS(=O)(=O)C1 (stereo not given),-1.45,-4.2,i
CCC1(CC)NC(=O)N(CC(=O)Nc2ccc(S(=O)(=O)N3CCOCC3)cc2)C1=O,0.28,-3.2,i
CCC(OC(=O)c1ccco1)C(=O)NC1CCCC1 (stereo not given),2.89,-2.1,i
CCOc1ncccc1C(=O)OCc1ccc(C(=O)OC)o1,-2.31,1.3,i
CC(C)CN(C(=O)c1ccc(C(F)(F)F)cc1)c1c(N)n(CC(C)C)c(=O)[nH]c1=O,0.51,-1.4,i
CCCCn1c(-c2cccc3ccccc23)nc2cc3[nH]c(=O)c(C(C)C)nc3cc21,-0.91,1.0,i
CC(C)NC(=O)CC1C(=O)NCCN1CC(c1ccccc1)c1ccccc1 (stereo not given),-1.47,8.8,i
CC(C)C(C)NC(=O)CN1C(=O)NC2(CCCc3ccccc32)C1=O (stereo not given),-0.46,-2.7,i
Cc1ccc(Cn2c(C(C)Nc3nc(-c4ccc(F)cc4)cs3)nc3cc(C(=O)NCCCO)ccc32)cc1 (stereo not given),0.5,-0.4,i

# Exported with tabs: entries from further up.
canonical_smiles	Kir21 inh	STK33 kinase inh	KCNQ2 block
CC(C)(C)n1nnnc1C(c1ccccn1)N(Cc1ccccc1)Cc1ccc(Cl)cc1 (stereo not given)	0.96	-1.4	-7.73*
Cc1cc(C)n2cc(CSc3ccc(Cl)cc3)nc2n1	-0.3	1.0	i

# (continued)
SMILES,Kir21 inh,STK33 kinase inh,KCNQ2 block
Cc1ccc(CNC(=O)Cn2ccc3ccccc3c2=O)o1,-0.15,-1.5,i
CC(CCn1cccn1)NC(=O)c1cc(COc2ccc(F)cc2F)on1 (stereo not given),0.28,-0.8,i
O=C(NC1CCCC1)C1CCCN(S(=O)(=O)c2ccc(-n3cnnn3)cc2)C1 (stereo not given),0.05,-0.7,i
O=S(=O)(CCSc1ccc(C(F)(F)F)cn1)c1ccc(Cl)cc1,-0.01,-2.9,i
COc1cc(CNCCSc2nnnn2C)cc(Br)c1OCc1ccccc1,-0.19,-1.5,i
O=C(O)c1ccc(/C=C2\SC(=S)N(NC(=O)c3ccc(Br)cc3)C2=O)cc1,-0.16,-0.4,i
O=S(=O)(Nc1ccc(Br)cn1)c1ccc(Cl)s1,-1.39,-0.5,i

# Compounds were not picked by outcome (roughly 1.9% active in at least one column).
